Compound activity as filed in PubChem BioAssay.
GlmU inhibition: inhibition of mycobacterial GlmU enzyme – biochemical, glucosamine-1-phosphate acetyltransferase (AID 1376); Bifunctional protein GlmU (Mycobacterium tuberculosis (strain ATCC 25618 / H37Rv)); M. tuberculosis GlmU acetyltransferase enzyme assay; higher % means a stronger effect; inhibition, %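 (tested at 30 µM in the primary screen)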, or IC50 in µM where a hit was titrated; actives 0.25% (n = 220,000); in the data active = inhibition above about 13%;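 note: 0% = complete reaction with vehicle and 100% = reaction without substrate; strong numbers were not always called active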
RmlCD inh 1536: M. tuberculosis RmlC/RmlD coupled enzyme inhibitors, primary screen, biochemical, compound mixtures, 384-well, from 1536-well plates; dTDP-4-dehydrorhamnose reductase (Mycobacterium tuberculosis (strain ATCC 25618 / H37Rv)) …; RmlC+RmlD coupled enzyme assay, percent inhibition; primary screen in compound mixtures; inhibition, % at 3.6 µM; actives 0.03% (n = 160,000); AID 1533, 2009; in the data active = inhibition mostly above about 34%, no sharp cut-off; note: some results filed as inactive read as strong as hits
Target sequence (P9WH09 whole entry, looked up): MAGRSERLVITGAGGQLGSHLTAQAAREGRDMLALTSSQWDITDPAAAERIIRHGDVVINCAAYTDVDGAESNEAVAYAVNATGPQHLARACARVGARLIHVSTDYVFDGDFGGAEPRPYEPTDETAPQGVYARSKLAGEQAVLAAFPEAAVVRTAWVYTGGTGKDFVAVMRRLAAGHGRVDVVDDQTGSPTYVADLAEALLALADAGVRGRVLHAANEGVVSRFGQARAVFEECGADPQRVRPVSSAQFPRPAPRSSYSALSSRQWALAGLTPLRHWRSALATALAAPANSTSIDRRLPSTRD
Target sequence (P9WH11 whole entry, looked up): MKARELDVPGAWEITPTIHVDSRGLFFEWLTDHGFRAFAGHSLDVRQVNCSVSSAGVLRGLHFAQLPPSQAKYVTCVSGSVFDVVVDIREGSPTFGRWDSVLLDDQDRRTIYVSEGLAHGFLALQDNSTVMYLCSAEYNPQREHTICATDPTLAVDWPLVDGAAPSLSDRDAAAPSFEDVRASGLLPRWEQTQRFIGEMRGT
Starred values were filed as active, the others as inactive; nt = no result given.

SMILES	GlmU inhibition	RmlCD inh 1536
COc1ccc(N2CCN(Cc3nc4sc(C)c(C)c4c(=O)[nH]3)CC2)cc1	0.7%	-2
CCC1C(=O)n2nc(-c3ccccc3)cc2N=C1C (configuration not stated)	-5.0%	9
COC(=O)C(C)Sc1ccc2nnc(CCNS(=O)(=O)c3ccccc3)n2n1 (configuration not stated)	-4.5%	nt
COc1ccc(-c2ccnc3ncnn23)cc1	0.8%	1
Cc1cccc(NC(=O)COC(=O)CCc2ccc(S(=O)(=O)N3CCOCC3)cc2)c1C	-0.8%	-3
O=C(Nc1ccc([N+](=O)[O-])cc1)Nc1nc(-c2ccc(Cl)s2)cs1	0.3%	-9
Cc1ccc(C(=O)Nc2ccc(C(=O)N3CCCCC3)cc2)cc1	-5.8%	nt
CCN(CC)Cc1c(O)c(Cl)cc2c(C)c(C)c(=O)oc12	2.2%	-10
CC(=O)Nc1ccc(NC(=O)COC(=O)c2n[nH]c3ccccc23)cc1	0.8%	nt
Cc1cc(C)nc(/N=C(\N)Nc2ccc3c(c2)OCCO3)n1	-0.3%	-12
COc1ccc(Cc2nnc(SCC(=O)N3CCCCC3)o2)cc1	-2.4%	-10
C=CCn1c(SCC(N)=O)nnc1-c1cc2c(s1)CCC(CC)C2 (configuration not stated)	1.6%	4
COc1cc2c(cc1NC(=S)Nc1ccccc1C)oc1ccccc12	0.7%	4
O=C(CCOc1ccc(F)cc1)Nc1nccs1	0.9%	-9
CCCCc1ccc(NC(=O)c2c(C)noc2C)cc1	2.6%	-7
CCOCCCn1c(=N)c(C(=O)NCc2ccc3c(c2)OCO3)cc2c(=O)n3cccc(C)c3nc21	3.3%	7
CCN1CCN(c2c(Cl)cccc2NC(=O)c2ccc(Br)o2)CC1	nt	2
COC(=O)c1c(-c2ccc(OC)cc2)oc2ccc(-c3cc(OC)c(OC)c(OC)c3)cc12	4.1%	nt
O=C1CCCc2ccccc2N1Cc1ccc(F)cc1	-3.8%	-2
CC1(OC(=O)CCc2ccccc2)C(=O)C=C2C=C(c3ccc(C#N)cc3)N(CCN3CCOCC3)C=C2C1=O (configuration not stated)	1.4%	nt
COC(=O)c1ccc(-c2cc(C(=O)O)c3cc4c(cc3n2)OCCO4)cc1	-4.2%	6
COc1ccc2nc(NC(=O)CN3CCN(C)CC3)sc2c1	-3.1%	-6
CC(C)c1nc(Cl)c(C#N)c2c1CCCC2	0.2%	nt
COc1ccc2c(c1OC)C(=O)OC2Nc1nc(-c2cccc([N+](=O)[O-])c2)cs1 (configuration not stated)	1.8%	11
CCc1ccc(NC(=O)/C(C#N)=C/c2cn(CC(=O)O)c3ccccc23)cc1	2.9%	-3
COc1cc(OC)cc(C(=O)NC(C(=O)NCCN(C)C)C23CC4CC(CC(C4)C2)C3)c1 (configuration not stated)	0.6%	1
Cn1c(=O)c2cn(-c3cccc4ccccc34)cc2n(C)c1=O	2.0%	-2
Cc1onc(-c2ccccc2)c1CNS(=O)(=O)c1cccc(Cl)c1	4.4%	4
O=C(Nc1ccc(S(=O)(=O)Nc2nccs2)cc1)/C(=C/c1ccccc1Cl)NC(=O)c1ccccc1	0.3%	-10
CCOc1ccc(OCCCCNC(C)(C)C)cc1	1.0%	-6
O=C(Cn1nc(-c2ccccc2)ccc1=O)NCc1ccc(F)cc1	-3.6%	11
COC(=O)c1ccc2c(c1)S(=O)(=O)NC(=NCc1ccco1)S2	7.4%	22
Cc1nn(C)c(C(=O)N/N=C/c2ccccc2)c1[N+](=O)[O-]	0.8%	6
CNC(=O)NC1CCCc2ccccc21 (configuration not stated)	3.5%	17
Cc1cc(SCc2cc(=O)n3ccsc3n2)nc2ccccc12	12%	3
Cc1ncsc1CCC(=O)N1CCCC(C(=O)c2ccc3c(c2)OCO3)C1 (configuration not stated)	1.2%	-13
C=CCc1cccc2cc(C(=O)Nc3ccc(S(=O)(=O)Nc4nnc(CC)s4)cc3)c(=O)oc12	6.2%	-5
FC(F)(Cl)c1nnc2ccc(Cl)nn12	-3.8%	-13
C=CCN1C(=O)C(O)(CC(=O)c2c(C)n[nH]c2C)c2cc(Br)ccc21 (configuration not stated)	5.1%	6
CC(C)CN1C(=O)NC(NC(=O)c2ccco2)(C(F)(F)F)C1=O (configuration not stated)	-5.0%	7
COc1cnc(-c2ccccn2)nc1Sc1ccccc1	-6.0%	5
CC(=O)Nc1cccc2c1C(=O)N(c1cccc(C)c1)C2=O	-3.5%	nt
NNC(=O)c1cnn(-c2ccccc2)c1C(F)(F)F	7.5%	-3
CCOc1ccc(NC(=O)CCC(=O)NNS(=O)(=O)c2ccccc2[N+](=O)[O-])cc1	-2.4%	2
Cc1ccc(S(=O)(=O)N(C)CC(=O)OCC(=O)NC(=O)Nc2ccc3c(c2)OCCO3)cc1	1.6%	nt
CC(C)CC(NC(=O)C1CCC(C)CC1)C(=O)N1CCN(c2ccccn2)CC1 (configuration not stated)	-3.7%	-7
CC#CCN1c2ccccc2[C@]23C[C@@H](C(=O)OC)N(C(=O)NCCBr)C2=NC(C(=O)OC)=C(C(=O)OC)[C@H]13	2.9%	nt
Cc1cc(C(=O)NCc2cccs2)no1	-2.1%	nt
COc1ccc(C2/C=C\CN(Cc3ccco3)CC(=O)N2Cc2ccc(F)cc2)cc1 (configuration not stated)	0.5%	nt
O=c1[nH]c(=O)c2nnc(N/N=C\c3ccc(O)cc3)nc2[nH]1	1.2%	1
CC(C)(/C=N/O)/[N+]([O-])=C/C=[N+](\[O-])C(C)(C)/C=N/O	-1.0%	nt
CN(C(=O)C12CC3CC(CC(C3)C1)C2)C1(C)CCS(=O)(=O)C1 (configuration not stated)	4.1%	12
Cc1ccsc1/C=C/C1=Cc2c(sc(NC(=O)CSc3n[nH]c(N)n3)c2C#N)C(C)(C)C1	6.3%	nt
O=C(Nc1nc(-c2nc3ccccc3s2)cs1)c1ccc(S(=O)(=O)N2CCOCC2)cc1	nt	-2
Cc1c(N=N/C(C(=O)Nc2ccccc2)=C(/O)c2ccccc2)c(=O)n(-c2ccccc2)n1C	-2.4%	-15
COc1ccc(-c2cc(CCCC(=O)NCCc3ccc(OC)cc3OC)no2)cc1	2.7%	-4
CNC(=S)NNC(=O)c1cc(C(C)(C)C)nn1Cc1ccc(F)cc1	7.6%	-8
COC(=O)c1ccc(NC2=C(Cl)C(=O)OC2OC(=O)c2ccccc2)cc1 (configuration not stated)	6.3%	6
COc1cc(C(=O)Nc2ccc(S(=O)(=O)Nc3cc(C)on3)cc2)cc(OC)c1OC	1.9%	nt
O=C(NCC1CCNCC1)c1ccncc1	-0.2%	nt
Other results
SMILES	GlmU inhibition	RmlCD inh 1536
CC1=CC(C)(C)N(C(=O)CSc2nncn2C)c2ccccc21	0.0%	nt
CCCCNC(=S)Nc1ccc(OC)nc1	2.8%	19
Nc1ccc(S(=O)(=O)Nc2nccc(/C=C/c3ccc(Br)s3)n2)cc1	2.4%	-6
Cc1sc2ncnc(SCC(=O)c3ccc4c(c3)OCCO4)c2c1-c1ccccc1	2.8%	3
Cc1[nH]nc2c1C1(CCOCC1)C(C#N)=C(N)O2	-4.6%	4
CC(N=Cc1cc([N+](=O)[O-])ccc1O)c1ccccc1 (configuration not stated)	-1.0%	-9
O=C(CSc1nc2ccccc2o1)Nc1nc(-c2ccccc2)c(-c2ccccc2)s1	0.6%	11
Cc1ccc(C(=O)N2CCOCC2)c(F)c1F	-0.2%	-1
Cc1nc2cc(NC(=O)CSc3nc4c(C)cccc4cc3C#N)ccc2s1	2.2%	nt
O=c1c2sccc2nc(SCc2ccc([N+](=O)[O-])cc2)n1Cc1ccccn1	7.5%	-11
CCn1c(C)nc2cc(C(=O)NNC(=S)Nc3ccc(F)cc3)ccc21	-0.9%	-11
O=C(C[n+]1cccc(CNC(=O)c2ccc(OC(F)F)cc2)c1)Nc1cc(C(F)(F)F)ccc1Cl	-18%	-4
Cc1ccc(NC(=O)CSc2nc3ccccc3c(=O)n2Cc2cccs2)cc1	-2.3%	nt
COc1ccc(C(=O)CSc2nnc(-c3cccs3)n2-c2ccccc2)cc1	3.7%	nt
CCOc1nc(N2CCOCC2)nc(C)c1[N+](=O)[O-]	0.7%	nt
O=C(COc1ccc(Br)cc1CNCCCN1CCOCC1)Nc1ccccc1	9.8%	4
COC(=O)c1ccccc1NC(=O)CSc1nc2ccccc2c(=O)[nH]1	1.5%	0
Clc1cc(Br)ccc1OCCN1CCOCC1	0.3%	-7
Cc1cccnc1NC(=S)Nc1ncccc1C	nt	33
CC12CC3CC(C)(C1)CC(NCc1ccncc1)(C3)C2	-6.8%	-7

As a short view, 18 of the compounds above:
SMILES	GlmU inhibition	RmlCD inh 1536
O=C(NCC1CCNCC1)c1ccncc1	-0.2%	nt
CC1=CC(C)(C)N(C(=O)CSc2nncn2C)c2ccccc21	0.0%	nt
CCCCNC(=S)Nc1ccc(OC)nc1	2.8%	19
Nc1ccc(S(=O)(=O)Nc2nccc(/C=C/c3ccc(Br)s3)n2)cc1	2.4%	-6
Cc1sc2ncnc(SCC(=O)c3ccc4c(c3)OCCO4)c2c1-c1ccccc1	2.8%	3
Cc1[nH]nc2c1C1(CCOCC1)C(C#N)=C(N)O2	-4.6%	4
CC(N=Cc1cc([N+](=O)[O-])ccc1O)c1ccccc1 (configuration not stated)	-1.0%	-9
O=C(CSc1nc2ccccc2o1)Nc1nc(-c2ccccc2)c(-c2ccccc2)s1	0.6%	11
Cc1ccc(C(=O)N2CCOCC2)c(F)c1F	-0.2%	-1
Cc1nc2cc(NC(=O)CSc3nc4c(C)cccc4cc3C#N)ccc2s1	2.2%	nt
O=c1c2sccc2nc(SCc2ccc([N+](=O)[O-])cc2)n1Cc1ccccn1	7.5%	-11
CCn1c(C)nc2cc(C(=O)NNC(=S)Nc3ccc(F)cc3)ccc21	-0.9%	-11
O=C(C[n+]1cccc(CNC(=O)c2ccc(OC(F)F)cc2)c1)Nc1cc(C(F)(F)F)ccc1Cl	-18%	-4
Cc1ccc(NC(=O)CSc2nc3ccccc3c(=O)n2Cc2cccs2)cc1	-2.3%	nt
COc1ccc(C(=O)CSc2nnc(-c3cccs3)n2-c2ccccc2)cc1	3.7%	nt
CCOc1nc(N2CCOCC2)nc(C)c1[N+](=O)[O-]	0.7%	nt
O=C(COc1ccc(Br)cc1CNCCCN1CCOCC1)Nc1ccccc1	9.8%	4
COC(=O)c1ccccc1NC(=O)CSc1nc2ccccc2c(=O)[nH]1	1.5%	0

(continued)
SMILES	GlmU inhibition	RmlCD inh 1536
CSc1nnc2c(n1)c(C)nn2-c1ccc(C)cc1	1.9%	nt
CC1C/C(=N\NC(=O)c2ccc([N+](=O)[O-])cc2)CC(C)(C)C1 (configuration not stated)	-2.0%	-2
COc1ccc(Cl)cc1NC(=O)c1c(-c2ccccc2)noc1C	-2.3%	3
CC(C)CC(=O)N1CCN(Cc2ccccc2[N+](=O)[O-])CC1	0.5%	2
Cc1ccc(-c2noc(C3CCCN(C(=O)c4ccccc4)C3)n2)o1 (configuration not stated)	-4.0%	-14
CCOC(=O)C1=C(C)NC(C)=C(C(=O)OCC)C1C(=O)OCC(=O)NC	-2.3%	5
CC1=C(C(=O)NC2CCCC(C)C2C)C2(CCCCC2)OC1=O (configuration not stated)	7.2%	12
CN(C(=O)c1sc2nc(N3CCOCC3)c3c(c2c1N)CCCC3)c1ccccc1	3.9%	-12
Cc1ccccc1C1NC(c2ccccc2C)C([N+](=O)[O-])C(C)(C)C1[N+](=O)[O-] (configuration not stated)	-5.5%	nt
O=C(CN1C2CCCC1CC(NC(=O)c1ccco1)C2)Nc1ccccc1C(F)(F)F (configuration not stated)	2.0%	6
COc1ccccc1CNC(=O)/C=C/c1ccc(Br)o1	2.3%	-5
NNC(=O)CC12CC3CC(C1)CC(n1ncnn1)(C3)C2	1.7%	-7
O=C(NNC1CC(=O)N(c2ccc(Br)cc2)C1=O)c1cccnc1 (configuration not stated)	-0.8%	4
Cc1cc(Cl)c(S(=O)(=O)Nc2ccc3c(c2)OCCO3)cc1OCC(N)=O	0.3%	3
Cc1ccc(Cl)cc1NC(=O)C(NS(=O)(=O)c1cccs1)c1ccccc1 (configuration not stated)	6.5%	-8
CC(=O)NCCc1ccc(S(=O)(=O)Nc2cccnc2)cc1	-0.4%	14
CC(C)Oc1cccc(C(=O)C2CCCN(Cc3cccn3-c3ccccn3)C2)c1 (configuration not stated)	-1.2%	-1
CCOC(=O)C(C)n1cnc2c1c(=O)[nH]c(=O)n2C (configuration not stated)	-5.1%	nt
CCOC(=O)c1ccc2c(c1)nc(COc1ccc3ccccc3c1)n2CC	1.3%	4
CCCC(=O)Nc1ccc(S(=O)(=O)N2CCCC2)cc1	3.2%	nt
CCCOC(=O)c1ccc(Cl)c(NC(=O)c2ccc(-c3ccccc3)cc2)c1	1.6%	nt
CC1(C(=O)NC23CC4CC(CC(C4)C2)C3)CC1(Cl)Cl (configuration not stated)	-1.4%	nt
COc1ccc(/C=C2\CCCc3c2nc2ccc(C)cc2c3C(=O)O)cc1O	3.0%	43
COc1cc(CCC(=O)OCC(=O)NCc2ccc(Cl)cc2)cc(OC)c1OC	2.0%	nt
CCOn1c(=O)c(C)[n+]([O-])c2ccccc21	-0.5%	nt
CCOC(=O)C1=C(CSc2nc(CC)c(C)cc2C#N)OC(N)=C(C#N)C1c1ccccc1 (configuration not stated)	2.5%	nt
Nc1nc(SCC(=O)Nc2ccccc2Sc2ccccc2)n[nH]1	2.8%	nt
Cc1cc(C)c(NC(=O)CSc2nnc(-c3ccco3)n2N)c(C)c1	-1.7%	8

Some of the compounds tested, so the mix of outcomes need not match the whole.
